Screening data deposited in PubChem by several laboratories.
MEKK2 WT-MEK5 = raises or lowers MEK5 binding to wildtype human MEKK2 PB1 domain; Q9Y2U5; bead flow cytometry, Alexa488-MEK5 binding to MEKK2 WT; actives lie on both sides; binding response (% of control), % at 10 µM; 290,000 tested, 1.1% active; AID 1531; in the data active means binding response below about 67% or above about 130%
FID counter = fluorescent intercalator displacement, NS3 helicase counter-screen; DNA fluorescent intercalator displacement, fluorescence; inhibition, % at 7.9 µM; 290,000 tested, 0.17% active; in the data active means inhibition above about 37%;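 further: 0% = vehicle and 100% = reference compound; higher means more ethidium bromide displaced from hairpin DNA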
VIM-2 inh = blocks Pseudomonas aeruginosa VIM-2 metallo-beta-lactamase | purified VIM-2, nitrocefin hydrolysis, epi-absorbance fluorescence | inhibition, % at 5.6 µM | 290,000 tested, 0.89% active;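 active means inhibition above the mean of all tested compounds plus 3 SD, cutoff set per screening run, cut at about 7.5% in these data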;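 further: red hydrolysis product quenches plate fluorescence so inhibitors raise well fluorescence; 0% = enzyme with DMSO and 100% = DMSO without enzyme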
PfM18AAP inh = blocks P. falciparum M18 aspartyl aminopeptidase. recombinant PfM18AAP, H-Glu-NHMec fluorogenic cleavage. inhibition, % at 7.35 µM. 290,000 tested, 1.2% active;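 active means inhibition above the campaign mean inhibition over all tested compounds plus 3 SD, cut at about 28% in these data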;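 further: 0% = plate median of test compound wells and 100% = 2 mM ZnCl2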
IMP-1 inhibitor = inhibitors of Pseudomonas aeruginosa IMP-1 metallo-beta-lactamase | purified IMP-1, nitrocefin hydrolysis, epi-absorbance fluorescence | inhibition, % at 5.6 µM | 290,000 tested, 0.45% active;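 active means inhibition above the mean plus 3 SD of all compounds in the same screening run, cut at about 4.5% in these data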;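 further: 0% = IMP-1 with DMSO and 100% = DMSO wells lacking enzyme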
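System: purified IMP-1 / Input: IMP-1 dispensed at 0.2 nM / Medium: 50 mM HEPES pH 7.1, 50 µM ZnSO4, 0.05% Brij 35 / Timing: 15 min enzyme–compound preincubation, then 25 min nitrocefin reaction, 25 °C / Technique: plate fluorescence quenching by hydrolysis product, ex 480/em 530 nm / Repeats: singlicate testing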
NALP1 yeast inh = blocks the NALP1 inflammasome reconstituted in yeast; S. cerevisiae NALP1/ASC/caspase-1 growth, X-gal OD620, 72 h; inhibition, % at 10 µM; 280,000 tested, 0.61% active; AID 2071; in the data active means inhibition mostly above about 24%, no sharp cut-off; inactive means mostly below about 32%; further: some compounds called inactive have numbers as strong as hits
UBC9 SUMO inh = blocks human SUMOylation mediated by UBC9; HTRF SUMOylation assay, SAE1/SAE2 + UBC9, in vitro; inhibition, % at 35 µM; 290,000 tested, 0.36% active; AID 2006; in the data active means inhibition above about 50%, passing the limit was not always enough; further: strong numbers were not always called active
Target sequence (P63279 whole entry, looked up): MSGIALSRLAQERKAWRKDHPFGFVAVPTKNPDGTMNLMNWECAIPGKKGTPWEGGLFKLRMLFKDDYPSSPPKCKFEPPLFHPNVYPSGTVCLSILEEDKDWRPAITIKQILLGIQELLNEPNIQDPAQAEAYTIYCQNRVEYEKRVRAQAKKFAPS
HCV NS3 hel inh = inhibitors of Hepatitis C virus NS3 helicase. NS3 helicase DNA unwinding, Cy5 molecular beacon fluorescence. inhibition, % at 10.9 µM. 290,000 tested, 0.56% active. AID 1800;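 active means inhibition above the mean of all tested compounds plus 3 SD, set per campaign, cut at about 35% in these data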;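 further: 0% = DMSO wells and 100% = thioflavine S control wells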
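Measured by: Cy5 fluorescence, 0 and 60 min reads / Assay system: NS3 helicase fragment of HCV / Control set: low DMSO, high thioflavine S at 110 µM / Times: 1 h reaction at 25 °C, ATP-initiated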
MEKK2 mut-MEK5 = signal of MEK5 binding to mutant human MEKK2 PB1 domain. 290,000 tested, 0.35% active. bead flow cytometry, Alexa488-MEK5 binding to MEKK2 mutant. AID 1530. percent response, % at 10 µM; in the data active means percent response above about 24%, passing the limit was not always enough; further: inactives centre near 1; some results filed as inactive read as strong as hits
Numbers without * were called inactive; nt = not tested or not shown.

The line under a structure holds: VIM-2 inh	MEKK2 mut-MEK5	UBC9 SUMO inh	IMP-1 inhibitor	MEKK2 WT-MEK5	FID counter	NALP1 yeast inh	PfM18AAP inh	HCV NS3 hel inh
[1] O=S(=O)(c1ccc(F)cc1)N1CCc2ccccc2C1
    -0.8	15	8	-2.9	104	-3	2	-2	4
[2] Cc1c(O)ccc2c3c(c(=O)oc12)CCCC3
    10*	3	44	-5.2	109	-2	21	15	20
[3] O=C(Nc1ccc([N+](=O)[O-])cc1)N1CCCCC1
    -1.5	-6	12	0.2	98	1	-5	-6	-5
[4] COC(=O)c1ccc(NC(=O)c2cc[n+](Cc3ccccc3)cc2)cc1
    -0.7	8	4	-1.3	110	14	-72	1	-8
[5] O=C(NS(=O)(=O)c1ccc(Cl)cc1)c1ccccc1
    0.7	1	-3	-2.1	92	-4	9	-1	12
[6] COC(=O)c1ccc(/C=N/N2CCN(Cc3ccc(Cl)cc3)CC2)cc1
    -1.6	4	1	-3.1	105	-4	nt	-1	-7
[7] COC(=O)/C(C#N)=C/c1c(N2CCN(c3cccc(Cl)c3)CC2)nc2c(C)cccn2c1=O
    -2.2	2	13	-3.0	96	-26	14	-13	-8
[8] COc1ccc(CN2C(=O)NC3(CCCc4ccccc43)C2=O)cc1F (stereo not drawn)
    -2.1	-7	1	-0.2	93	-8	-17	-8	-16
[9] CNC(=O)c1c(NC(=O)c2ccc(S(=O)(=O)N(C)c3ccccc3)cc2)sc2c1CCN(C(C)C)C2
    -1.0	-7	-2	3.1	76	0	0	13	-18
[10] CCOC(=O)CCNC(=O)N1CCCC(N(C)CCc2ccccc2)C1 (stereo not drawn)
    -3.1	9	2	-5.2	100	-5	12	7	4
[11] CCn1cc(Br)c(C(=O)NC(C)c2ccccc2)n1 (stereo not drawn)
    -0.8	0	15	0.9	102	-2	12	5	0
[12] COc1cc(/C=N/NC(=O)CN(CCc2ccccc2)S(=O)(=O)c2ccc(NC(C)=O)cc2)cc(OC)c1OC
    -2.0	0	4	-2.2	101	-22	18	7	-17
[13] O=C(O)c1cccc(S(=O)(=O)Nc2ccccc2Cl)c1
    -3.0	nt	-1	-2.3	nt	1	11	1	0
[14] CCOC(=O)N1CCC(NS(=O)(=O)c2ccc(C)cc2)CC1
    -1.2	-1	-20	-3.3	97	-18	6	-2	11
[15] COc1ccc2cc(CCNC(=O)c3cccc([N+](=O)[O-])c3)c(=O)[nH]c2c1
    -0.8	3	13	-4.2	101	-2	29	-3	12
[16] O=C(O)c1ccnc(C(=O)O)c1
    -2.7	2	-2	-4.6	99	-3	11	26	3
[17] COc1ccc(/C(N)=N/OC(=O)CC2CCCCC2)cc1
    -2.6	8	-1	-3.5	108	-20	6	-7	-13
[18] Nc1c(Cl)cc(-c2[nH]c3cc(C(=O)NCCO)ccc3c(=O)c2O)cc1Cl
    4.3	-5	40	-3.7	88	-4	4	40*	-6
[19] Cc1cccc(NC(=O)C2NC(=O)CC2c2ccccc2)c1C (stereo not drawn)
    -2.3	3	6	-2.8	99	-9	23	-12	5
[20] COc1cc(NC(=O)c2ccc3c(c2)OCCO3)ccc1NC(=O)c1ccco1
    -1.4	-7	31	-1.0	91	-10	-6	-1	-5
[21] CCn1nc(NS(=O)(=O)c2ccc(NC(C)=O)cc2)c2cc3cc(C)ccc3nc21
    -2.3	3	0	-4.2	94	-19	-2	-3	2
[22] COCCN1CCN(C(=O)c2cc(COc3ccc(F)cc3F)on2)CC1
    0.2	1	10	-1.4	103	-14	11	-2	-6
[23] O=C(Nc1cccnc1Cl)c1ccc(=O)oc1
    -4.8	7	-3	-1.5	102	0	10	1	15
[24] COc1ccccc1C(=O)N1CCN(Cc2ccc3c(c2)OCO3)CC1
    -0.2	7	-3	-2.3	108	-11	8	4	5
[25] Cc1c(C(=O)NCc2ccoc2)oc2ccc3c(c12)C(=O)CC(C)(C)O3
    -3.8	nt	1	-3.4	nt	-20	5	4	1
[26] Cc1ccc(OC(C)C(=O)N/N=C/c2ccccn2)cc1 (stereo not drawn)
    -0.8	-1	-12	-4.3	97	-8	8	2	6
[27] CCOC(=O)Cn1nc(C)c(NC(=O)COc2ccc(OC)cc2)c1C
    -1.1	1	1	-2.7	109	-6	nt	1	3
[28] O=C(NNC(=S)Nc1ccc(F)cc1)c1ccccc1OC(F)F
    -5.2	-6	-34	-1.9	95	-1	-8	3	-4
[29] CC(=O)Nc1ccc(S(=O)(=O)NCC(=O)OCC(=O)N2CCc3ccccc32)cc1
    0.9	9	-1	-1.7	106	-4	-14	-11	2
[30] Cc1cccc(OCc2nnc(SCCC(=O)O)n2-c2ccccc2)c1
    -2.0	7	2	-4.3	111	-39	11	2	-1

Given screen by screen: entries from further up
5) O=C(NS(=O)(=O)c1ccc(Cl)cc1)c1ccccc1
6) COC(=O)c1ccc(/C=N/N2CCN(Cc3ccc(Cl)cc3)CC2)cc1
assay / entry | 5 | 6
VIM-2 inh | 0.7 | -1.6
MEKK2 mut-MEK5 | 1 | 4
UBC9 SUMO inh | -3 | 1
IMP-1 inhibitor | -2.1 | -3.1
MEKK2 WT-MEK5 | 92 | 105
FID counter | -4 | -4
NALP1 yeast inh | 9 | nt
PfM18AAP inh | -1 | -1
HCV NS3 hel inh | 12 | -7

Back to the main list, repeating the 2 entries before the break.
The line under a structure holds: VIM-2 inh	MEKK2 mut-MEK5	UBC9 SUMO inh	IMP-1 inhibitor	MEKK2 WT-MEK5	FID counter	NALP1 yeast inh	PfM18AAP inh	HCV NS3 hel inh
[29] CC(=O)Nc1ccc(S(=O)(=O)NCC(=O)OCC(=O)N2CCc3ccccc32)cc1
    0.9	9	-1	-1.7	106	-4	-14	-11	2
[30] Cc1cccc(OCc2nnc(SCCC(=O)O)n2-c2ccccc2)c1
    -2.0	7	2	-4.3	111	-39	11	2	-1
[31] CCC1(c2ccccc2)NC(=O)N(CC(=O)NCc2ccc(F)cc2)C1=O (stereo not drawn)
    -2.2	4	-12	-0.7	102	-11	10	0	1
[32] O=C(NNS(=O)(=O)c1ccc(Cl)cc1)c1cccc(S(=O)(=O)N2CCOCC2)c1
    -3.9	2	27	-2.2	97	-14	nt	20	-3
[33] CC(C)NC(=O)Nc1cccs1
    -1.8	-5	10	-0.2	94	-10	-35	3	15
[34] O=C(COc1ccc(S(=O)(=O)N2CCCC2)cc1Cl)NCc1ccc2c(c1)OCO2
    -2.0	11	5	-1.6	107	-29	14	2	-3
[35] O=C(N/N=C/c1c[nH]c2ccccc12)c1cccc([N+](=O)[O-])c1
    -4.8	8	4	-5.8	97	11	30	-2	-2
[36] Cc1cc(C)c2cc(C#N)c(SCC(=O)NCc3ccco3)nc2c1
    0.8	nt	16	-3.5	nt	-12	7	2	19
[37] CC(C)c1ccc(NC(=O)Cn2ncc3ccccc32)cc1
    -2.6	-15	-9	-1.4	96	-21	16	-4	-3
[38] COc1cccc(NC(=O)c2ccc(NCCCN3CC(C)CC(C)C3)c([N+](=O)[O-])c2)c1 (stereo not drawn)
    -0.8	19	3	-0.4	139*	51*	-2	-1	-88
[39] CC12CCC(C(=O)NCc3ccc4c(c3)OCO4)(OC1=O)C2(C)C (stereo not drawn)
    1.3	17	13	-0.3	115	-10	1	0	-6
[40] Cc1cc(C(=O)NCC(C)C)c2ccccc2n1
    0.8	-3	-3	-0.9	91	-1	-8	-20	-6
[41] CCOC(=O)N1CCN(S(=O)(=O)c2ccc(C(=O)NNc3nc4cc(C)cc(C)c4s3)cc2)CC1
    -4.1	1	-10	-4.9	93	-24	28	15	-6
[42] C=C(C)CC(Nc1ccc(OC)cc1)c1ccco1 (stereo not drawn)
    -2.0	-4	4	-2.0	100	-3	6	1	2
[43] Cc1ccc(NC(=O)C(=O)NCCCN2CC(C(=O)O)CC2=O)cc1 (stereo not drawn)
    2.8	-4	19	0.1	94	-4	12	-7	2
[44] COc1ccc2cc(CN(CC3CCCO3)C(=S)Nc3ccccc3)c(=O)[nH]c2c1 (stereo not drawn)
    -2.5	-11	7	-2.0	90	-11	16	3	-8
[45] CC(=O)Nc1cccc(OCC(=O)Nc2sccc2C(N)=O)c1
    -2.4	6	14	-2.3	96	-14	4	6	14
[46] Cc1ccc(C)c(N(C)C(=O)c2cc3c(=O)[nH]c4ccc(C)cc4c3s2)c1
    -2.6	-4	-20	-2.0	84	1	nt	-6	0
[47] CC(NC(=O)COC(=O)c1cccs1)c1ccccc1 (stereo not drawn)
    -2.0	-3	13	-1.1	102	-2	4	-2	-3
[48] c1ccc(CSc2ccc3nnc(-c4ccccn4)n3n2)cc1
    11*	-6	-3	-0.5	90	-14	-7	-4	-1
[49] N#C/C(=C\c1cc(Br)ccc1F)C(=O)NC1CC1
    -0.1	5	5	-0.1	106	-4	9	5	0
[50] O=C(CN(CC1CCCO1)C(=O)CNS(=O)(=O)c1ccccc1)NCc1ccco1 (stereo not drawn)
    0.8	-12	16	-2.5	83	-7	16	-10	12

Entries of single compounds from above:
Shown for CC12CCC(C(=O)NCc3ccc4c(c3)OCO4)(OC1=O)C2(C)C (stereo not drawn) → VIM-2 inh = 1.3; MEKK2 mut-MEK5 = 17; UBC9 SUMO inh = 13; IMP-1 inhibitor = -0.3; MEKK2 WT-MEK5 = 115; FID counter = -10; NALP1 yeast inh = 1; PfM18AAP inh = 0; HCV NS3 hel inh = -6
Shown for CC(C)NC(=O)Nc1cccs1 → VIM-2 inh = -1.8; MEKK2 mut-MEK5 = -5; UBC9 SUMO inh = 10; IMP-1 inhibitor = -0.2; MEKK2 WT-MEK5 = 94; FID counter = -10; NALP1 yeast inh = -35; PfM18AAP inh = 3; HCV NS3 hel inh = 15

Shown as a hit in MEKK2 WT-MEK5 (from the list above):
cpd	smiles	VIM-2 inh	MEKK2 mut-MEK5	UBC9 SUMO inh	IMP-1 inhibitor	MEKK2 WT-MEK5	NALP1 yeast inh	PfM18AAP inh	HCV NS3 hel inh
38	COc1cccc(NC(=O)c2ccc(NCCCN3CC(C)CC(C)C3)c([N+](=O)[O-])c2)c1 (stereo not drawn)	-0.8	19	3	-0.4	139*	-2	-1	-88
